Assay outcomes (PubChem)
CSN deneddyl inh: inhibitors of CSN-mediated cullin deneddylation, primary screen, biochemical, fluorescence polarization, uHTS; Purified CSN, SCF-Nedd8-OG deneddylation; 360,000 compounds, 0.38% hits; inhibition, % at 12.5 µM;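 active = pattern-corrected inhibition above about 35%, with an unprinted fluorescence ratio check between 0.5 and 1.5, limit read from the data, passing the limit was not always enough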;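 also: 0% = enzyme with substrate and 100% = substrate without enzyme; some results filed as inactive read as strong as hits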
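Material: purified human Csn5 enzyme expressed in HEK293T cells / Medium: Tris buffer pH 7.5, NaCl, DTT, Tween-20, trehalose, ovalbumin / Compound dosing: 12.5 µM single point / Schedule: 90 min incubation of compound, enzyme and substrate at room temperature / Signal: fluorescence polarization of the substrate / Control set: no-enzyme wells high, enzyme-with-substrate wells low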
MT1-MMP act inh: blockers of MT1-MMP proenzyme processing, primary screen, HT1080 RFP-PRO-GFP cells, GFP/RFP fluorescence; 360,000 compounds, 0.061% hits; GFP/RFP ratio fluorescence, overnight; percent of plate control window, DMSO zero; Matrix metalloproteinase-14 (Homo sapiens), P50281; GFP/RFP ratio change, % at 20 µM;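 active = GFP/RFP ratio change of at least 30% with cell ATP level not reduced by more than half and red fluorescence within 50% of control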; also: strong numbers were not always called active
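Test system: HT1080 RFP-PRO-GFP cells; Benchmarks: DMSO and RFP-L50D-GFP cell wells; Timing: cells overnight before dosing, compound overnight, 37 °C, 5% CO2; Compound: one 20 µM compound dose with 1% DMSO; Read-out: GFP/RFP fluorescence ratio.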
Neddyl block: inhibitors of cullin neddylation, primary screen, biochemical, TR-FRET, uHTS, NAE and Ubc12; NEDD8-conjugating enzyme Ubc12 (Homo sapiens) + NEDD8-activating enzyme E1 regulatory …; calls only at 25 µM; 360,000 compounds, 0.58% hits; AID 651699, 2012; in the data active = inhibition above about 36%
Rin1-Abl PPI inh: inhibitors of Rin1-Abl protein binding, primary screen, biochemical, TR-FRET | Tyrosine-protein kinase ABL1 (Homo sapiens) + Ras and Rab interactor 1 (Homo sapiens), … | inhibition, % at 7.35 µM | 360,000 compounds, 0.4% hits | AID 588664, 2011; in the data active = inhibition above about 5%, passing the limit was not always enough
MLLE-PAM2 inh: inhibitors of PABP1 MLLE–PAM2 peptide binding, primary screen, biochemical, fluorescence polarization, FITC-PAM2, GST-MLLE. inhibition, % at 20 µM. 360,000 compounds, 0.36% hits; in the data active = inhibition above about 35%, passing the limit was not always enough;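 also: plate controls were DMSO wells with GST-MLLE for no effect and wells lacking GST-MLLE protein for full effect; some results filed as inactive read as strong as hits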
FAS TE block: FAS thioesterase domain inhibitors, primary screen, biochemical, fluorescence intensity, uHTS; inhibition, % at 15 µM; recombinant FAS-TE, OMFH fluorogenic substrate, fluorescence endpoint; 360,000 compounds, 0.67% hits; Fatty acid synthase (Homo sapiens), P49327;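 active = compounds whose normalised, plate-corrected inhibition of enzyme fluorescence in the single-dose primary screen is 50% or more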;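 also: 0% = DMSO with enzyme and 100% = substrate without enzyme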
Target sequence (P49327 whole entry, looked up, the tested form may be a part): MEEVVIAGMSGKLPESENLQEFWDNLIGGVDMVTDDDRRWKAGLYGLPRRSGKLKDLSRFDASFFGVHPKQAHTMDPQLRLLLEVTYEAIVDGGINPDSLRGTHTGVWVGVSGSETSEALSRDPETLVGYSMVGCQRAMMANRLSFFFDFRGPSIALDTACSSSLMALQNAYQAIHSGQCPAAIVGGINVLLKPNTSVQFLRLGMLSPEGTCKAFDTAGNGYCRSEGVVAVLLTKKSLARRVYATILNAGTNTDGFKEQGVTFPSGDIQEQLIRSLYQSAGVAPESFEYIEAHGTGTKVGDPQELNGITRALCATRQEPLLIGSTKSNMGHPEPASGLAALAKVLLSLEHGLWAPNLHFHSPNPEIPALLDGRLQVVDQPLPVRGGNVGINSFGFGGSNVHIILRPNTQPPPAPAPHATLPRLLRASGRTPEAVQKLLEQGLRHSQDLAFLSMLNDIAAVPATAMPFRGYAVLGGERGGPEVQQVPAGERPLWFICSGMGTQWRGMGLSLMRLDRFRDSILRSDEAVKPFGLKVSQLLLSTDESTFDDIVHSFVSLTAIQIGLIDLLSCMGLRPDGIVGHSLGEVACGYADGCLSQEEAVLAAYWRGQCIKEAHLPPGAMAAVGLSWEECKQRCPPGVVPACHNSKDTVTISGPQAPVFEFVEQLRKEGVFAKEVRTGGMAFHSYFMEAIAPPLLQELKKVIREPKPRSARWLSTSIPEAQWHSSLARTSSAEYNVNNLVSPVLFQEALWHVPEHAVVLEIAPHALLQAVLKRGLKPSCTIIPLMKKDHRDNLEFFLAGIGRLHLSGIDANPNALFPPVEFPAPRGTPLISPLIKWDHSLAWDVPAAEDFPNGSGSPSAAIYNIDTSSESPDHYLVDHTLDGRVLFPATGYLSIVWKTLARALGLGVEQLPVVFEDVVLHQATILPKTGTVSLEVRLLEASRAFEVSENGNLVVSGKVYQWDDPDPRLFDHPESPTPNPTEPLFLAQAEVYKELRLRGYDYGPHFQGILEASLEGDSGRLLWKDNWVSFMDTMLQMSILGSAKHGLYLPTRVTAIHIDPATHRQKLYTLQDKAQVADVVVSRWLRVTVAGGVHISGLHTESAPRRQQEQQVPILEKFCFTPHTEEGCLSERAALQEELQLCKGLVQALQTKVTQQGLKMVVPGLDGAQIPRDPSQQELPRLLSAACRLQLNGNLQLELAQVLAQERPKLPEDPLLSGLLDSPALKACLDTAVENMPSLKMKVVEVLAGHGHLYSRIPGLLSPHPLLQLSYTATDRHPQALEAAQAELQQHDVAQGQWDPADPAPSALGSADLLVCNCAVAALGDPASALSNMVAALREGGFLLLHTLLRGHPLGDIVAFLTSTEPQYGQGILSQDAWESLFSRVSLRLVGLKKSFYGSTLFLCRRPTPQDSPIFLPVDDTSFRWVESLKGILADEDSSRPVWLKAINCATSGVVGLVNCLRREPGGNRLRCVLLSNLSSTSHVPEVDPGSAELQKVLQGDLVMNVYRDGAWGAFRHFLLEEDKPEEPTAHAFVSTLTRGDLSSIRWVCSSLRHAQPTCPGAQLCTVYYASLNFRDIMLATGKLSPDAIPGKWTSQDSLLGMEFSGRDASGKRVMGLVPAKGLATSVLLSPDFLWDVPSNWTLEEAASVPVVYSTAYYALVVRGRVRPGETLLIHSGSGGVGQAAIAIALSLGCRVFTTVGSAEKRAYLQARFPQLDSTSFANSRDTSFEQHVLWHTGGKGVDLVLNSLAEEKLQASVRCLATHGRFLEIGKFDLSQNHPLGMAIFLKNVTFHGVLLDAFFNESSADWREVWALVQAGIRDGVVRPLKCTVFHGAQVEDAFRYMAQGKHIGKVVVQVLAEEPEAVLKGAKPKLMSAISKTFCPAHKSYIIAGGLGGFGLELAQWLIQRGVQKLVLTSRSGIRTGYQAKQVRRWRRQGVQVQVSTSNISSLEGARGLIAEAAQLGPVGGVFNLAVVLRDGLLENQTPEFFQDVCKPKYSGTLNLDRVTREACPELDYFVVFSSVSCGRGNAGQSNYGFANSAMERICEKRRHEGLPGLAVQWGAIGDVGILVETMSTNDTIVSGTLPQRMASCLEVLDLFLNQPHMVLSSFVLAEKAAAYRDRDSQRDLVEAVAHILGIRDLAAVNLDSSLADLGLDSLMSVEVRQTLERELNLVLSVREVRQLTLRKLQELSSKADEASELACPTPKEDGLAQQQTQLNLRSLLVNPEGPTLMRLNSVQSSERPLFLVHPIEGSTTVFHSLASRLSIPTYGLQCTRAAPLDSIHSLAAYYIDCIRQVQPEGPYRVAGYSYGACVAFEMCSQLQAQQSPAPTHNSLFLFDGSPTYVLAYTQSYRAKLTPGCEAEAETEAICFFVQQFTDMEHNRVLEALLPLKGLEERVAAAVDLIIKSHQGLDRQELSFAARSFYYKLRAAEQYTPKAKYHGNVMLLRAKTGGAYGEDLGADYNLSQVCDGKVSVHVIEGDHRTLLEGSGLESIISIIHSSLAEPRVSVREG
SKN-1 inh: suppressors of acrylamide-induced Pgst-4::GFP reporter in worms, primary screen, SKN-1 inhibitor project, whole organism, uHTS, GFP/RFP fluorescence ratio, strain VP596; inhibition, % at 21.8 µM; C. elegans VP596 Pgst-4::GFP/RFP ratio, 24 h; 360,000 compounds, 0.49% hits; AID 624304, 2012;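 active = interference check ratio from 0.5 to 1.5 plus GFP to RFP signal ratio inhibition reaching or exceeding a fixed threshold, cut at about 30% in these data, passing the limit was not always enough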; also: some compounds called inactive have numbers as strong as hits
Rpn11 block: Rpn11 (PSMD14) deubiquitinase inhibitors, primary screen, biochemical, fluorescence polarization, uHTS; 26S proteasome non-ATPase regulatory subunit 14 (Homo sapiens), O00487; human 26S proteasome, Ub4-pepOG fluorescence polarization; 20S core pre-blocked with epoxomicin; calls only at 20 µM; 360,000 compounds, 0.59% hits; AID 588493, 2011;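 active = inhibition at 20 µM, scaled to each plate's controls, above about 33%, limit read from the data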
NadD block: inhibitors of S. aureus NadD, primary screen, biochemical, colorimetric, uHTS; purified NadD enzyme, colorimetric absorbance read-out; inhibition, % at 20 µM; 360,000 compounds, 0.78% hits; in the data active = inhibition above about 26%; also: some compounds past the cut are filed as inactive
* hit, by the source's call; i = inactive; · = no result given; + = active, no number.

#1 O=C(NCCc1ccccc1)C1CCN(c2ncccn2)CC1
#2 CC(C)(C)OC(=O)NCc1ccc(NC(=O)c2nc[nH]c2C(=O)Nc2cc(Br)ccc2F)cc1
#3 O=c1c(-c2ccc3c(c2)OCCO3)coc2c(CN3CCOCC3)c(O)ccc12
#4 CC(C)=CCc1c(C)nc2ccccc2c1C(=O)O
#5 CC(=O)C1=C(C)Nc2ncnn2C1c1cccc(O)c1 (configuration not stated)
#6 Cc1ccc(SCc2noc(C(=O)NC(C)C)c2C(=O)O)cc1C
entry no.	1	2	3	4	5	6
CSN deneddyl inh	4	-3	0	2	1	2
MT1-MMP act inh	-7	-2	-1	3	-1	1
Neddyl block	i	·	·	i	i	i
Rin1-Abl PPI inh	2	2	4	0	-3	1
MLLE-PAM2 inh	7	-7	19	3	-9	5
FAS TE block	0	-1	-2	-5	-2	-5
SKN-1 inh	2	0	3	9	2	12
Rpn11 block	i	i	i	i	i	i
NadD block	-1	25	-2	-3	-1	-4

#7 Cc1scc(C(=O)N/N=C/c2ccco2)c1C
#8 COCCn1c(CN2CCN(C(=O)c3ccco3)CC2)nc2c1c(=O)n(C)c(=O)n2C
#9 CCCN(CC1CC1)c1cc2c(c3c1ccn3C)C1CCC2C1 (configuration not stated)
#10 CC(C)[C@H](NC(=O)N1CCn2c1nc1ccccc12)C(=O)NCc1ccccc1Cl
#11 Cc1ccc(OCCN2C(=O)c3ccccc3C2=O)c([N+](=O)[O-])c1
#12 CCC(CC)C(=O)NCCc1cc2ccc(C)cc2[nH]c1=O
entry no.	7	8	9	10	11	12
CSN deneddyl inh	4	2	-3	0	6	4
MT1-MMP act inh	-2	3	5	0	14	4
Neddyl block	i	i	i	i	i	i
Rin1-Abl PPI inh	3	3	-1	5	0	-4
MLLE-PAM2 inh	-1	4	-5	-15	-6	2
FAS TE block	-8	-2	12	15	8	0
SKN-1 inh	-4	-7	14	5	2	14
Rpn11 block	i	i	i	i	i	i
NadD block	1	-3	-6	-4	-3	-5

#13 Cc1nnc(SCC(=O)N2CCCCC2)s1
#14 COc1cccc([C@@H]2CC=C(C(=O)O)[C@H](c3ccccc3F)N2S(=O)(=O)c2ccc(C)cc2)c1
#15 O=C(CCC1CCCN(Cc2cccc3c2OCO3)C1)NCc1ccc(F)c(F)c1 (configuration not stated)
#16 O=C(COC(=O)C1CC1)Nc1ccc(Cl)cc1Cl
#17 COc1ccc(Cn2ccnc2SCC(=O)Nc2ccc(F)cc2F)cc1
#18 CCc1nnc(NC(=O)CSc2nnc(CNc3ccc(C)cc3)n2C)s1
entry no.	13	14	15	16	17	18
CSN deneddyl inh	-8	0	-3	-5	-4	8
MT1-MMP act inh	1	-3	11	-9	3	-3
Neddyl block	i	i	i	i	i	i
Rin1-Abl PPI inh	4	0	4	-1	-5	1
MLLE-PAM2 inh	-1	-4	0	7	-57	-17
FAS TE block	-6	-6	-1	-5	3	-4
SKN-1 inh	-16	3	-1	-10	6	-8
Rpn11 block	i	i	i	i	i	i
NadD block	-7	3	-2	-2	-5	-3

#19 COCCNC(=S)N/N=C(\C)c1ccc(O)cc1
#20 Cc1ccc(COc2ccc3c(c2)OCO3)cc1
#21 Clc1cccc(-c2ccc(CNCCCN3CCOCC3)o2)c1
#22 O=c1c2ccccc2nc(SCc2ccc([N+](=O)[O-])cc2)n1CCCO
#23 Cc1ccc(S(=O)(=O)N(C)C)cc1NC(=O)COC(=O)C1COc2ccccc2O1 (configuration not stated)
#24 O=C(c1cccnc1)N1c2ccccc2Sc2ccccc21
entry no.	19	20	21	22	23	24
CSN deneddyl inh	4	2	2	-6	-1	-5
MT1-MMP act inh	4	4	3	1	4	-2
Neddyl block	i	i	i	i	i	i
Rin1-Abl PPI inh	-1	3	-2	1	3	1
MLLE-PAM2 inh	34	-2	5	21	8	-8
FAS TE block	-5	17	-7	68*	-2	4
SKN-1 inh	8	16	12	7	6	6
Rpn11 block	i	i	i	i	i	i
NadD block	4	-5	-2	-12	8	-8

#25 O=C(N/N=C/c1cccc(Br)c1)c1ccc(N2CCCC2=O)cc1
#26 CN(Cc1cc2ccccc2[nH]c1=O)S(C)(=O)=O
#27 COc1ccc(Cc2nnc(NC(=O)C(C)C)s2)cc1
#28 CN(C(=O)c1ccc2c(c1)OCO2)C1(C)CCS(=O)(=O)C1 (configuration not stated)
#29 O=C(c1cc(-c2ccccc2)on1)N1CCCCCC1
#30 CC(=O)N/C(=C\c1ccccc1)C(=O)OC(C)C(=O)Nc1ccccc1F (configuration not stated)
entry no.	25	26	27	28	29	30
CSN deneddyl inh	19	-1	23	5	2	-2
MT1-MMP act inh	-5	0	2	8	-3	-2
Neddyl block	i	i	i	i	i	i
Rin1-Abl PPI inh	0	0	-3	0	-2	0
MLLE-PAM2 inh	-18	-2	-2	-9	11	-6
FAS TE block	2	-10	-2	-6	2	-6
SKN-1 inh	7	-3	2	-4	-13	4
Rpn11 block	+	i	i	i	i	i
NadD block	2	-3	-5	-3	-5	-3

#31 Cn1c(SCC(=O)N2CCc3ccccc32)nnc1C1CC1
#32 O=C(CC[C@H]1O[C@@H](n2ccc(=O)[nH]c2=O)[C@H](O)[C@@H]1O)N[C@H](Cc1ccccc1)C(=O)NCC1CCCCC1
#33 Cc1nnc(CN(C)C(=O)c2cc(COc3ccc(F)cc3Cl)on2)o1
#34 COc1ccc(CCNC(=O)c2cc3c(=O)n4ccccc4nc3n(CC3CCCO3)c2=N)cc1 (configuration not stated)
#35 O=C(NC1CCCc2ccccc21)c1ccccc1 (configuration not stated)
#36 CC(Cl)C(=O)N1c2ccccc2CCc2ccccc21 (configuration not stated)
entry no.	31	32	33	34	35	36
CSN deneddyl inh	-2	-4	-1	0	-3	-3
MT1-MMP act inh	-2	1	-3	-4	-1	-4
Neddyl block	i	i	i	i	i	i
Rin1-Abl PPI inh	1	3	1	-4	-1	2
MLLE-PAM2 inh	8	-3	24	-10	3	-2
FAS TE block	-1	-7	-7	-5	-7	0
SKN-1 inh	23	9	13	17	7	2
Rpn11 block	i	i	i	i	i	i
NadD block	2	-3	-2	3	-2	-9

#37 CC1Sc2ccc(S(=O)(=O)N3CCC(C(=O)N4CCN(C)CC4)CC3)cc2NC1=O (configuration not stated)
#38 Cc1ccc(C(=O)Nc2ccccc2SCC2CSc3nc4ccccc4c(=O)n32)cc1 (configuration not stated)
#39 COCCNC(=O)COC(=O)c1nsc(Cl)c1Cl
#40 CCOc1ccc(S(=O)(=O)N2CCC(C(=O)N3CCOCC3)CC2)cc1C
#41 CC1CCCCC1NC(=O)CSc1nnc(-c2ccco2)n1N (configuration not stated)
#42 Cc1ccc(S(=O)(=O)NCc2ccccc2)cc1C(=O)N1CCN(S(=O)(=O)c2ccccc2)CC1
entry no.	37	38	39	40	41	42
CSN deneddyl inh	0	-2	-1	3	-1	-1
MT1-MMP act inh	-5	-2	0	3	2	-1
Neddyl block	i	i	i	i	i	i
Rin1-Abl PPI inh	-1	0	0	-1	3	-3
MLLE-PAM2 inh	5	-3	8	9	2	8
FAS TE block	-4	-4	-6	1	-5	8
SKN-1 inh	-6	15	-1	17	-9	-4
Rpn11 block	i	i	i	i	i	i
NadD block	-5	1	-1	-2	0	-3

#43 CCCS(=O)(=O)N1CCC(C(=O)Oc2ccc(OC)cc2)CC1
#44 CCN(c1cccc(C)c1)C(C(=O)Nc1ccc(OC)cc1)c1cc2c(cc1[N+](=O)[O-])OCO2 (configuration not stated)
#45 COC(=O)C1C(=O)c2c([nH]c(C(=O)OCCSC)c2C)CC1C (configuration not stated)
#46 O=C(NNC(=O)c1ccccc1-n1cccc1)c1cccnc1
#47 Cc1ccc(NC(=O)/C(C#N)=C/c2ccc(C)s2)c(C)c1
#48 CSc1ccccc1NC(=O)CN(C)C(=O)c1ccc2c(c1)OCCO2
entry no.	43	44	45	46	47	48
CSN deneddyl inh	-5	-2	1	2	70*	0
MT1-MMP act inh	1	-2	-1	-3	-56	2
Neddyl block	i	i	i	i	i	i
Rin1-Abl PPI inh	-2	3	4	-1	-2	-1
MLLE-PAM2 inh	3	-9	-5	-13	-46	5
FAS TE block	-3	46	-6	-5	-60	-1
SKN-1 inh	-16	7	11	5	58	-24
Rpn11 block	i	i	i	i	·	i
NadD block	2	9	-1	-7	-2	-4

#49 O=C(COc1ccccc1)N1CCN(S(=O)(=O)Cc2ccccc2)CC1
#50 CCN(CC)CCNC(=O)c1cn(C)c2ccc(S(=O)(=O)N(C)C3CCCCC3)cc2c1=O
#51 CCN(CC)S(=O)(=O)c1ccc(NC(=O)COc2cccc(-n3cnnn3)c2)cc1
#52 CCC(Sc1ccc2nnc(-c3ccc(F)cc3)n2n1)C(=O)OC (configuration not stated)
#53 O=[N+]([O-])c1ccc(C=NNC(=S)NN=Cc2ccc([N+](=O)[O-])cc2)cc1
#54 COc1cccc(-c2nnc(-c3ccc(C(F)(F)F)cc3)o2)c1
#55 CC(Sc1nnc(COc2ccc([N+](=O)[O-])cc2)n1-c1ccccc1)C(=O)O (configuration not stated)
#56 Cc1cc(C)cc(-n2nnc(C(=O)NCc3ccco3)c2N)c1
entry no.	49	50	51	52	53	54	55	56
CSN deneddyl inh	1	-1	6	0	16	-2	0	-1
MT1-MMP act inh	1	3	-2	-5	17	4	0	1
Neddyl block	i	i	i	·	i	i	i	i
Rin1-Abl PPI inh	2	2	0	0	-1	2	2	0
MLLE-PAM2 inh	0	-6	-6	10	-17	-13	-122	2
FAS TE block	-4	1	2	0	13	16	-2	-5
SKN-1 inh	2	1	0	6	1	19	10	-7
Rpn11 block	i	i	i	i	i	i	i	i
NadD block	0	0	3	0	35*	-4	3	-2
